Screens as filed in PubChem.
IDE act = IDE (human) activation, cell-based | P14735 | HEK cells, FAbeta-B cleavage, fluorescence polarization; 0% vehicle, 100% cell-free pure enzyme wells | activation, % at 5.96 µM | 340,000 tested, 0.073% active;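 active = activation above the mean of all tested compounds plus 3 SD, set per screening campaign, cut at about 17% in these data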
Target sequence (P14735 whole entry, looked up): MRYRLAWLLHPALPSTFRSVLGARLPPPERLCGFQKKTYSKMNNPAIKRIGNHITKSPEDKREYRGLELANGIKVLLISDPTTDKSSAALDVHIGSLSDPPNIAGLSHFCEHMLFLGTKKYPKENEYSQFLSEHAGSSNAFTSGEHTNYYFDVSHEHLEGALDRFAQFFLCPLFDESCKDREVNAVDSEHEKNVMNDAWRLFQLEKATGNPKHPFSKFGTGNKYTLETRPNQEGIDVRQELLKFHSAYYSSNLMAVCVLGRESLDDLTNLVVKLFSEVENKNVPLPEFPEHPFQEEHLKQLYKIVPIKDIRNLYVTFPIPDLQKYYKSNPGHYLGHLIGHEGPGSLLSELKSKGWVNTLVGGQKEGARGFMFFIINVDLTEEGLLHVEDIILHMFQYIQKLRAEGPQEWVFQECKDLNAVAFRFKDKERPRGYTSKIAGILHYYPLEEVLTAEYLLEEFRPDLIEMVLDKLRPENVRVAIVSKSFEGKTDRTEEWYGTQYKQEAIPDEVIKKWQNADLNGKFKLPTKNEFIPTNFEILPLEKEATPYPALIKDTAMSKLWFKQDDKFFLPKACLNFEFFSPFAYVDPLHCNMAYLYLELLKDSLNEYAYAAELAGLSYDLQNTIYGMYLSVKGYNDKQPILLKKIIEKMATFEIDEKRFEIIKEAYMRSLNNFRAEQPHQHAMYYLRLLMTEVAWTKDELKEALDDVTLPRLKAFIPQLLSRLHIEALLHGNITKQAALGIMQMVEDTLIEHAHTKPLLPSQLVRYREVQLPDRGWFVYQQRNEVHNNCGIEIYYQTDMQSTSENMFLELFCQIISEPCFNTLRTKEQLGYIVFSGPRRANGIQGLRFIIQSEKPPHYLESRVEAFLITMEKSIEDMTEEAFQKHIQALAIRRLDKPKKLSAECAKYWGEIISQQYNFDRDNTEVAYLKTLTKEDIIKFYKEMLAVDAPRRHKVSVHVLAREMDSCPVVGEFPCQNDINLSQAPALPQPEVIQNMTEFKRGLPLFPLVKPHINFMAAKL
IDE inh = inhibits human insulin-degrading enzyme in HEK cells. inhibition, % at 5.59 µM. FAbetaB cleavage, fluorescence polarization. P14735. 320,000 tested, 0.41% active;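 active = percent inhibition above the average of all tested compounds plus 3 SD, set per screening campaign, cut at about 16% in these data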;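 note: IDE supplied by intact live HEK cells; FP after avidin binding of uncleaved biotin substrate so inhibition keeps polarization high; 0% = DMSO wells and 100% = 60 µM reference IDE inhibitor Ii1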
Active calls of the source: *. These rows are one share of the data (hit frequency here may not be typical).

The line under a structure holds: IDE act | IDE inh
CC(OC(=O)COc1ccc(C#N)cc1)C(=O)Nc1ccc(Cl)cn1 (stereo not drawn)
 : 2 | 6
COc1cccc(NC(=O)COC(=O)CCn2c(C)csc2=O)c1
 : 2 | 3
Cc1ccc(S(=O)(=O)N2CCN(C(=O)Cn3nc(C)c([N+](=O)[O-])c3C)CC2)cc1
 : 1 | 4
CC12CCC3c4ccc(O)cc4CCC3C1CCC2=O (stereo not drawn)
 : 7 | 2
Cc1sc(NC(=O)CN2C(=O)NC3(CCCC3)C2=O)nc1-c1ccc(F)cc1
 : -1 | 0
CC(C)(C)OC(=O)C[C@@H]1C/C=C\C[C@H](CC(=O)N(CCO)Cc2ccccc2)C(=O)N2CCC[C@@H]2COC1=O
 : 6 | 2
Cc1ccccc1S(=O)(=O)N1CC(C(=O)O)=CC[C@H]1c1ccc(Cl)cc1
 : 0 | -1
Cc1ccc(NC(=O)COC(=O)c2cccc(C)c2[N+](=O)[O-])cc1S(=O)(=O)N1CCCCC1
 : 0 | -4
COc1ccc(NC(=O)CN(C)C(=O)Cc2c(C)nc3ccccc3c2C)cc1
 : 0 | 5
CCCn1c(N)c(C(=O)COC(=O)c2cccc(S(=O)(=O)N3CCOCC3)c2)c(=O)[nH]c1=O
 : 1 | 8
CC(C)Cn1c(N)c(C(=O)COC(=O)CCNS(=O)(=O)c2ccccc2)c(=O)n(C)c1=O
 : -3 | 3
O=C(Nc1ccc(Cl)c(S(=O)(=O)N2CCCCC2)c1)c1cnccn1
 : 0 | 5
COc1ccc(S(=O)(=O)N2CCC3(CC2)OCCN3S(=O)(=O)c2cccs2)cc1OC
 : -3 | 10
CC(C)Oc1ccc(S(=O)(=O)N2CCOCC2)cc1NC(=O)Cc1cccs1
 : 3 | 3
NC(=O)c1ccsc1NC(=O)COC(=O)c1ccc([N+](=O)[O-])o1
 : 3 | -2
COc1cc(C(=O)NCC(=O)NCCN2C(=O)S/C(=C\c3ccccc3Cl)C2=O)cc(OC)c1OC
 : -8 | 7
Cc1csc(=O)n1CCC(=O)OCC(=O)NCc1ccc(F)cc1
 : 4 | 3
Cc1ccc(OCCNC(=O)CCC(=O)N2CCOCC2)cc1
 : 1 | 7
CCN(C(=O)CSc1nnc(SC)s1)c1c(N)n(Cc2ccccc2)c(=O)[nH]c1=O
 : -4 | -4
COc1ccc([C@H]2CC(=O)C=C(c3ccc4[nH]ccc4c3)C2)cc1OC
 : 3 | 4
NC(=O)C1CCN(C(=O)c2cc(-c3ccc(Cl)s3)nc3ccccc23)CC1
 : 4 | 3
CC1CCC(=NNC(=O)c2ccccc2-n2cccc2)CC1 (stereo not drawn)
 : 1 | 1
O=C(COc1ccc(-n2cnnn2)cc1)Nc1ccc(F)c(F)c1F
 : 4 | -4
COc1ccc(N2CCN(C(CNC(=O)C(=O)NC3CCCC3)c3ccco3)CC2)cc1 (stereo not drawn)
 : 0 | 1
COc1ccc(S(=O)(=O)N2CCCCCC2)cc1C(=O)N(C)CC(=O)Nc1ccccc1Br
 : 5 | 5
O=C(CN1CCN(c2cccc(C(F)(F)F)c2)CC1)N(C1CC1)C1CCS(=O)(=O)C1 (stereo not drawn)
 : 0 | 0
N#Cc1ccccc1OCC(=O)OCC(=O)N1CCCC1
 : 3 | 3
O=C(CSc1nnc(-c2cccs2)n1C1CC1)NC1CCS(=O)(=O)C1 (stereo not drawn)
 : -1 | 0
CC(C(=O)Nc1ccc(C(N)=O)cc1)N1C(=O)c2ccccc2S1(=O)=O (stereo not drawn)
 : 1 | 1
Cc1ccc2c(Cl)cc(Cl)c(OCC(=O)N3CCOCC3)c2n1
 : 5 | -2
CCOC(=O)c1oc2ccccc2c1COC(=O)C(C)NC(=O)c1ccco1 (stereo not drawn)
 : 1 | -1
CCCCNc1c(-c2ccc(OC)c(SC3CCCCC3)c2)nc2ccc(C)cn12
 : 8 | 5
O=C(NCCN1CCN(C(=O)c2cccc(OC(F)F)c2)CC1)c1cccc(OC(F)F)c1
 : 3 | 2
COc1cccc(CC(=O)OC(C)C(=O)Nc2ncc(Cl)cc2Cl)c1 (stereo not drawn)
 : 3 | 3
C[C@H](NS(=O)(=O)c1ccccc1F)C(=O)OCC(=O)Nc1ccc2c(c1)OCCO2
 : 5 | 5
Cc1cc(S(=O)(=O)Nc2ccc(C(=O)NCC(c3ccco3)N3CCCCC3)cc2)ccc1F (stereo not drawn)
 : 4 | -3
COc1ccc(C2=NOC(Cn3nc(-c4ccccc4C)cc3C(=O)O)C2)cc1 (stereo not drawn)
 : 5 | 2
O=C(CN1C(=O)C(=O)N(C2CCCC2)C1=O)NCCc1ccc(Cl)cc1Cl
 : 5 | -5
CC1CCCN(S(=O)(=O)c2ccc(NC(=O)CN3C(=O)NC(C)(c4ccccc4)C3=O)cc2)C1 (stereo not drawn)
 : 3 | 4
COc1ccc(NC(=O)Nc2ccc3c(c2)C(=O)N([C@@H](C)CO)C[C@@H](C)[C@@H](CN(C)S(=O)(=O)c2cccs2)O3)cc1
 : 0 | -1
Cc1ccsc1C(=O)OCC(=O)N1CCN(c2ccccc2)CC1
 : -4 | 3
CCCn1c(N)c(C(=O)CSc2nnc(C3CC3)n2Cc2ccccc2)c(=O)n(C)c1=O
 : -4 | -4
COC(=O)Cc1ccc(OC(=O)c2cccc(S(=O)(=O)N3CCN(C)CC3)c2)cc1
 : 3 | 2
O=C(CSc1nnnn1C1CC1)Nc1ccc(S(=O)(=O)N2CCOCC2)cc1
 : 5 | 0
COc1ccc(S(=O)(=O)Nc2ccc3c(c2)C(=O)N([C@H](C)CO)C[C@H](C)[C@@H](CN(C)C(=O)NC(C)C)O3)cc1
 : 1 | 3
O=C(CSc1nnc(C2CC2)n1C1CC1)c1ccccc1F
 : 4 | -3
Cc1nnc(SCC(=O)N(CC(C)C)C2CCS(=O)(=O)C2)n1N (stereo not drawn)
 : -3 | -9
Cc1c(S(=O)(=O)N(C)C2CCCCC2)c(=O)n(C)c(=O)n1C
 : 5 | 4
COc1ccc(S(=O)(=O)N2CCOCC2)cc1NC(=O)CCNC(=O)c1ccc(Br)cc1
 : 0 | 7
O=C(CN1C(=O)NC2(CCc3ccccc32)C1=O)c1ccc(Cl)cc1 (stereo not drawn)
 : 4 | -1
Cc1ccc(S(=O)(=O)Nc2ccccc2F)cc1C(=O)N1CCCC1
 : 1 | -3
Cc1ccc(S(=O)(=O)N2CCN(C(=O)COC(=O)CNC(=O)c3ccc(Cl)cc3Cl)CC2)cc1
 : -3 | 7
Nc1c(Cl)cc(-c2cn(CCC(=O)O)c(-c3ccc(Cl)nc3)n2)cc1Cl
 : -2 | 0
Cc1ccc(S(=O)(=O)N2[C@@H](c3ccccc3F)C(C(=O)O)=CC[C@H]2c2ccc(Cl)c(Cl)c2)cc1
 : -6 | 3
O=C1C=C(c2cc3ccccc3s2)C[C@@H](c2ccc(Cl)cc2)C1
 : -1 | 1
Cc1cccc(C(=O)OCC(=O)NC23CC4CC(CC(C4)C2)C3)c1O
 : 9 | 5
O=C(NCC1CC1)c1ccc2c(c1)S(=O)(=O)c1cc(Cl)ccc1C2=O
 : 3 | -2
O=C(OCC(=O)c1ccc[nH]1)c1ccc(Cl)c(Cl)c1
 : 3 | 1
CC(OC(=O)c1ccc(S(=O)(=O)NCc2ccco2)cc1)C(=O)Nc1ccccc1 (stereo not drawn)
 : 3 | -2
O=C1CCC(C(=O)OCc2nnc(-c3ccc(Br)cc3)o2)=NN1
 : 2 | 2

Continued.
The line under a structure holds: IDE act | IDE inh
COc1ccc(NC(=O)CN(C)C(=O)c2ccc(S(=O)(=O)Nc3ccccc3F)cc2)cc1
 : 10 | 1
O=C(COC(=O)c1cc(=O)[nH]c2ccccc12)NC(=O)c1ccccc1
 : -4 | 2
CN(C(=O)CSc1nc2ccccc2c(=O)n1-c1ccc(F)cc1F)C1CCS(=O)(=O)C1 (stereo not drawn)
 : 3 | -3
CN(C)CCCNC(=O)c1ccc(Cl)c(S(=O)(=O)N2CCCCCC2)c1
 : 8 | -1
COc1ccc2oc(C(=O)OC(C)C(=O)N3CCC(C)CC3)c(C)c2c1 (stereo not drawn)
 : 4 | 7
Cc1ccc(S(=O)(=O)N(CC(=O)Nc2ccc(C(N)=O)cc2)C(=O)N2CCN(C)CC2)cc1
 : 8 | -1
C1=C(c2sc3ccccc3c2-c2ccc(OCCN3CCOCC3)cc2)CCCC1
 : 1 | 1
Cc1cc(C)nc(NC(=O)CCN2C(=O)c3ccccc3S2(=O)=O)n1
 : 4 | -2
Cc1nn(-c2ccc(F)cc2)c(Cl)c1C(=O)N(C)CC(=O)Nc1cccc(F)c1
 : 0 | -4
O=C(Nc1ccc(Cl)cc1)c1nc[nH]c1C(=O)N1CCN(c2ccccc2)CC1
 : 1 | 1
COc1ccc2cc(-c3cccnc3)ncc2c1
 : 2 | 1
O=C(c1ccc2c(=O)n(-c3ccccc3)c(=S)[nH]c2c1)N1CCN(c2ccccc2)CC1
 : 2 | -3
CCCN(CC(=O)Nc1ccccc1C)C(=O)c1ccc(N2CCCCC2)c([N+](=O)[O-])c1
 : 1 | -7
CN(C)c1ccc(S(=O)(=O)N2CCCCC2)cc1NC(=O)C1CSC2(C)CCC(=O)N12 (stereo not drawn)
 : -2 | -2
COc1cc(NC(=O)C2CC(=O)N(Cc3ccco3)C2)c(OC)cc1Cl (stereo not drawn)
 : 5 | 5
CCCn1c(N)c(C(=O)CSc2nc3ncc(Cl)cc3[nH]2)c(=O)[nH]c1=O
 : 6 | -4
O=C(CN1CCN(C(C(=O)Nc2ccc(Cl)cc2C(F)(F)F)c2ccccc2)CC1)NC1CC1 (stereo not drawn)
 : 0 | 0
CCOc1cc(C(=O)Nc2ccc(S(=O)(=O)Nc3cnc4ccccc4n3)cc2)cc(OCC)c1OCC
 : -1 | 5
Cc1ccc(N)c([N+](=O)[O-])c1
 : -1 | 0
O=C1CCC(C(=O)OCC(=O)Nc2ccc(Cl)cc2C(F)(F)F)=NN1
 : 5 | -1

3 of the entries above in order of the IDE act value, high to low:
The line under a structure holds: IDE act | IDE inh
CC(C)Oc1ccc(S(=O)(=O)N2CCOCC2)cc1NC(=O)Cc1cccs1
 : 3 | 3
CCCN(CC(=O)Nc1ccccc1C)C(=O)c1ccc(N2CCCCC2)c([N+](=O)[O-])c1
 : 1 | -7
Cc1ccc(NC(=O)COC(=O)c2cccc(C)c2[N+](=O)[O-])cc1S(=O)(=O)N1CCCCC1
 : 0 | -4

Arranged by SMILES length (rising): part of the list above.
The line under a structure holds: IDE act | IDE inh
Cc1ccc(N)c([N+](=O)[O-])c1
 : -1 | 0
COc1ccc2cc(-c3cccnc3)ncc2c1
 : 2 | 1
Cc1cc(C)nc(NC(=O)CCN2C(=O)c3ccccc3S2(=O)=O)n1
 : 4 | -2
O=C1CCC(C(=O)OCC(=O)Nc2ccc(Cl)cc2C(F)(F)F)=NN1
 : 5 | -1
O=C(COC(=O)c1cc(=O)[nH]c2ccccc12)NC(=O)c1ccccc1
 : -4 | 2
O=C(Nc1ccc(Cl)cc1)c1nc[nH]c1C(=O)N1CCN(c2ccccc2)CC1
 : 1 | 1
CCCn1c(N)c(C(=O)CSc2nc3ncc(Cl)cc3[nH]2)c(=O)[nH]c1=O
 : 6 | -4
Cc1nn(-c2ccc(F)cc2)c(Cl)c1C(=O)N(C)CC(=O)Nc1cccc(F)c1
 : 0 | -4
COc1ccc(NC(=O)CN(C)C(=O)c2ccc(S(=O)(=O)Nc3ccccc3F)cc2)cc1
 : 10 | 1
O=C(CN1CCN(C(C(=O)Nc2ccc(Cl)cc2C(F)(F)F)c2ccccc2)CC1)NC1CC1 (stereo not drawn)
 : 0 | 0
CCOc1cc(C(=O)Nc2ccc(S(=O)(=O)Nc3cnc4ccccc4n3)cc2)cc(OCC)c1OCC
 : -1 | 5
Cc1ccc(S(=O)(=O)N(CC(=O)Nc2ccc(C(N)=O)cc2)C(=O)N2CCN(C)CC2)cc1
 : 8 | -1

(more compounds)
The line under a structure holds: IDE act | IDE inh
O=C(CN1C(=O)NC2(CCCC2)C1=O)NCc1ccco1
 : 1 | 9
Cc1c(C(=O)OCc2nc3ccsc3c(=O)[nH]2)oc2ccccc12
 : -3 | -3
Cn1ccc(NC(=O)c2ccc([N+](=O)[O-])cc2)n1
 : -2 | 4
O=C(CN1CCN(c2ccccc2O)CC1)Nc1cc(S(=O)(=O)N2CCCC2)ccc1Cl
 : 7 | 4
Cc1ccc(NC(=O)CSc2nc(=O)n(CCCN(C)C)c3c2CCC3)c(C)c1
 : 3 | -4
Cc1ccc2c(c1)C1CN(C)CCC1N2S(=O)(=O)c1ccc(C(C)C)cc1 (stereo not drawn)
 : 3 | 0
COc1ccc(CC(=O)NNC(=O)COc2ccc(C)cc2)cc1S(=O)(=O)N1CCOCC1
 : -1 | 2
CC(C)Oc1ccc(S(=O)(=O)N2CCOCC2)cc1NC(=O)Cc1ccsc1
 : 7 | 9
CCCc1cc(C(=O)OCC(=O)N(CCC)c2c(N)n(Cc3ccccc3)c(=O)[nH]c2=O)sc1C
 : 1 | 0
Cc1ccc(NC(=O)CN(C)C(=O)c2cccc(S(=O)(=O)NCc3cccs3)c2)cc1
 : 4 | 6
CCOC(=O)N1CCN(C(=O)CSc2nc(=O)n3cc(C)ccc3n2)CC1
 : 6 | -4
C=CCn1c(C)nnc1SCC(=O)Nc1oc(C)c2c(C)n[nH]c(=O)c12
 : 3 | 3
Cc1ccccc1NS(=O)(=O)c1ccc(C(=O)NNC(=O)c2ccccc2O)cc1
 : -1 | 1
COc1ccc2cc(CO)c3cc(OC)c(OC)cc3c2c1
 : -5 | 5
COc1cc(CC(=O)N2CCN(C(=O)C3CCCO3)CC2)cc(OC)c1OC (stereo not drawn)
 : 1 | 8
CC(=O)Nc1ccc(S(=O)(=O)NCC(=O)NNC(=O)COc2ccccc2Cl)cc1
 : 7 | -3
O=C1C=C(c2ccccc2Oc2ccccc2)C[C@@H](c2ccc3c(c2)OCO3)C1
 : -2 | 2
COc1ccc(NC(=O)CSc2nnnn2C)cc1S(=O)(=O)N1CCCCC1
 : 2 | 5
CC(=O)NS(=O)(=O)c1ccc(NC(=O)c2ccc(S(=O)(=O)N3CCCC3)cc2)cc1
 : 3 | -3
